Avidin bead fluor – avidin bead compound fluorescence profile | Avidin beads, compound fluorescence 488/530 nm, flow cytometry; hits give high values | fluorescence (KMESF) at 10 µM | actives 0.38% (n = 220,000); in the data active = fluorescence above about 47; also: inactives centre near 10
Bfl-1 Bim block – human Bim-Bfl-1 interaction inhibition; Q16548; Bead-based flow cytometry, Bim-Bfl-1 binding inhibition; inhibition, % at 10 µM; actives 0.12% (n = 190,000); AID 1008;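 also: 0% = wells without compound plus tracer and 100% = blocker peptide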
ABCG2 block – blocks JC-1 efflux by human ABCG2 transporter. IgMXP3 cells, flow cytometry. inhibition, % at 6.6 µM. actives 0.1% (n = 190,000);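 active = inhibition above 80%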;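 also: 0% = DMSO and 100% = nicardipine control wells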
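Test system: ABCG2 IgMXP3 and barcoded ABCB1 CCRF-Adr cell mix; Schedule: cells with compound and JC-1, 10 min at 25 °C, rotating, no wash; Technique: flow cytometry of retained JC-1 fluorescence; Measure: % inhibition of efflux relative to nicardipine and DMSO; Controls: nicardipine high and DMSO low controls.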
ABCB1 block – blocks JC-1 efflux by human ABCB1 transporter. CCRF-Adr cells, flow cytometry. inhibition, % at 6.6 µM. actives 0.067% (n = 190,000); in the data active = inhibition above about 40%;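 also: 0% = vehicle and 100% = reference inhibitor; higher value means more JC-1 retained so stronger ABCB1 efflux block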
Bim-Bcl-B – human Bim-Bcl-B interaction inhibition; actives 0.073% (n = 190,000); Q9HD36; bead-based flow cytometry, Bim peptide-Bcl-B binding; inhibition, % at 10 µM;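 also: 0% = tracer peptide without compound and 100% = reference inhibitor peptide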
Target sequence (Q9HD36 whole entry, looked up): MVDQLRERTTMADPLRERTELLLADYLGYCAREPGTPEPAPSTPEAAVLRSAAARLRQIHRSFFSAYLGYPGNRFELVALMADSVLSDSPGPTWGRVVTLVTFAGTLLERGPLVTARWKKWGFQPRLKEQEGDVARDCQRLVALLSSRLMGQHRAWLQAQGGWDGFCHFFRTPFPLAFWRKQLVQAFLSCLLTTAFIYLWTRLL
RGS7-Gao – regulators of human RGS7-Galphao interaction; P09471; Multiplexed bead flow cytometry, RGS7-Galphao binding; actives lie on both sides; binding response (% of control), % at 10 µM; actives 0.35% (n = 220,000); in the data active = binding response below about 49% or above about 150%; inconclusive = no clear call, values can overlap the other calls; inactive = in between;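 also: fluorescent Galphao held in activated GDP-AlF4 state binding bead-coupled RGS7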
Target sequence (P09471 whole entry, looked up): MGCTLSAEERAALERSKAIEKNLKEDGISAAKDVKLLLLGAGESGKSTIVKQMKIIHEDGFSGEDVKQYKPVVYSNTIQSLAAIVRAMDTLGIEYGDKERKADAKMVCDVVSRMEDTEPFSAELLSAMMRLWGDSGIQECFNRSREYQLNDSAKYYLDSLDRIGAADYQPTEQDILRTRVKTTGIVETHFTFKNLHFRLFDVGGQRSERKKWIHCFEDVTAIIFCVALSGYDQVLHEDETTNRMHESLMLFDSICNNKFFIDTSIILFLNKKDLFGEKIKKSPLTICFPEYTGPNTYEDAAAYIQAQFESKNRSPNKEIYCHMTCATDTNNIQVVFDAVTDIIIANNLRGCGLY
Bcl-W Bim block – human Bim-Bcl-W interaction inhibition; Q92843; bead-based flow cytometry, Bim peptide-Bcl-W binding; inhibition, % at 10 µM; actives 0.02% (n = 190,000);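 also: 0% = bound tracer without compound and 100% = peptide blocker; higher means less fluorescent Bim peptide bound to Bcl-W beads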
Target sequence (Q92843 whole entry, looked up): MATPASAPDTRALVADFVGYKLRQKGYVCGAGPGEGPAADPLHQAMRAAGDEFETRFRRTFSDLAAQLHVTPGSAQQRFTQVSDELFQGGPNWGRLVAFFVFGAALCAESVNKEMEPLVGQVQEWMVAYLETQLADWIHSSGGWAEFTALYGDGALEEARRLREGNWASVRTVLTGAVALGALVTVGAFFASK
Bcl-XL Bim block – inhibitors of Bim-Bcl-XL interaction, human. Bim peptide-Bcl-XL binding, bead flow cytometry, fluorescence. inhibition, % at 10 µM. actives 0.04% (n = 190,000)
Target sequence (Q07817 whole entry, looked up): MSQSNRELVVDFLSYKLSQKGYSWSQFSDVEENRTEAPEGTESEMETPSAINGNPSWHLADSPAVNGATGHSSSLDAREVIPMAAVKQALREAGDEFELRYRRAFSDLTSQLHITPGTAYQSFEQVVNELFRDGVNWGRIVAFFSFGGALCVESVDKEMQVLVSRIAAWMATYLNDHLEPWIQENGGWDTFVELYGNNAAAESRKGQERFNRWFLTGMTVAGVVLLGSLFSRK
GSH fluor – GSH bead compound fluorescence profile; actives 0.25% (n = 190,000); fluorescence (KMESF) at 10 µM; GSH beads flow cytometry, compound fluorescence 488/530 nm; hits give high values; in the data active = fluorescence above about 89;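 also: glutathione beads carrying GST-tagged Bcl family fusion proteins plus one bare bead set; values are compound well signal with DMSO vehicle wells as background; inactives centre near 16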
RGS4-Gao reg – human RGS4-Galphao interaction regulation. P09471. Multiplexed bead flow cytometry, RGS4-Galphao binding; actives lie on both sides. binding response (% of control), % at 10 µM. actives 0.33% (n = 220,000); in the data active = binding response below about 49% or above about 150%; inactive = in between;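 also: fluorescent Galphao activated with aluminum fluoride binding bead-coupled RGS4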
Bcl-2 Bim block – disrupts Bim peptide binding to human Bcl-2. P10415. Bead-based flow cytometry, Bim peptide-Bcl-2 binding. inhibition, % at 10 µM. actives 0.06% (n = 190,000); in the data active = inhibition above about 40%; inconclusive = no clear call, values can overlap the other calls;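 also: 0% = no compound wells with probe peptide and 100% = reference peptide inhibitor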
* hit, by the source's call. Rule as the data show it, unless noted: active = inhibition above about 40%. Compounds were not picked by outcome (roughly 1.3% active in at least one column).

How did O=C(CCCN1C(=O)/C(=C\c2cccs2)SC1=S)NNC(=O)c1ccncc1 do in these assays?
Bfl-1 Bim block: -3; ABCG2 block: 1; ABCB1 block: 0.5; Bim-Bcl-B: -7; RGS7-Gao: 93; Bcl-W Bim block: -3; Bcl-XL Bim block: -1; GSH fluor: 12; RGS4-Gao reg: 95; Bcl-2 Bim block: 0

Results for Cc1ccc2c(Cl)c(C)c(N3CCCCC3)nc2n1 ?
Avidin bead fluor: 19; Bfl-1 Bim block: -10; ABCG2 block: 6; ABCB1 block: 1.0; Bim-Bcl-B: -2; RGS7-Gao: 99; Bcl-W Bim block: -1; Bcl-XL Bim block: -4; GSH fluor: 16; RGS4-Gao reg: 101; Bcl-2 Bim block: -7

Results for CCOC(=O)CC(=O)Nc1ccc(Br)cc1C(=O)O ?
Avidin bead fluor: 36; Bfl-1 Bim block: -7; ABCG2 block: 1; ABCB1 block: 0.4; Bim-Bcl-B: -2; RGS7-Gao: 101; Bcl-W Bim block: 0; Bcl-XL Bim block: -4; GSH fluor: 46; RGS4-Gao reg: 100; Bcl-2 Bim block: -1

What do the screens show for `CNc1nc(C)nc(N/N=C/c2ccccc2)n1`?
Avidin bead fluor: 26; Bfl-1 Bim block: -7; ABCG2 block: 1; ABCB1 block: 0.2; Bim-Bcl-B: -6; RGS7-Gao: 116; Bcl-W Bim block: -3; Bcl-XL Bim block: -2; GSH fluor: 13; RGS4-Gao reg: 104; Bcl-2 Bim block: -8

How did CCCNC(=O)Cn1cnc2sc(C(=O)Nc3ccc4c(c3)OCO4)c(C)c2c1=O do in these assays?
Avidin bead fluor: 18; Bfl-1 Bim block: -1; ABCG2 block: 0; ABCB1 block: 0.2; Bim-Bcl-B: 0; RGS7-Gao: 96; Bcl-W Bim block: -1; Bcl-XL Bim block: -1; GSH fluor: 21; RGS4-Gao reg: 96; Bcl-2 Bim block: -5

Results for CCOC(=O)Nc1ccccc1C(=O)Nc1cc(C)cc(C)c1 ?
Avidin bead fluor: 8; Bfl-1 Bim block: -5; ABCG2 block: 6; ABCB1 block: 0.7; Bim-Bcl-B: -2; RGS7-Gao: inconclusive; Bcl-W Bim block: -2; Bcl-XL Bim block: -3; GSH fluor: 18; RGS4-Gao reg: 98; Bcl-2 Bim block: -3

Results for Cc1ccc(N2C(=O)CC(Nc3ccc(Cl)c(S(=O)(=O)N(C)C)c3)C2=O)c(C)c1 (stereo unspecified) ?
Avidin bead fluor: 18; Bfl-1 Bim block: -7; ABCG2 block: 6; ABCB1 block: 1.5; Bim-Bcl-B: -3; RGS7-Gao: inconclusive; Bcl-W Bim block: -1; Bcl-XL Bim block: 0; GSH fluor: 12; RGS4-Gao reg: 104; Bcl-2 Bim block: -3

Results for O=c1cc(O)nc(SCc2ccccc2)[nH]1 ?
Avidin bead fluor: 8; Bfl-1 Bim block: -13; ABCG2 block: 15; ABCB1 block: 1.3; Bim-Bcl-B: -5; RGS7-Gao: 102; Bcl-W Bim block: 1; Bcl-XL Bim block: -3; GSH fluor: 14; RGS4-Gao reg: 101; Bcl-2 Bim block: -12

How did O=C(NCc1ccc2c(c1)OCO2)C12CC3CC(CC(C3)C1)C2 do in these assays?
Avidin bead fluor: 6; Bfl-1 Bim block: -13; ABCG2 block: -1; ABCB1 block: -1.8; Bim-Bcl-B: -11; RGS7-Gao: 101; Bcl-W Bim block: -5; Bcl-XL Bim block: 2; GSH fluor: 33; RGS4-Gao reg: 99; Bcl-2 Bim block: -8

What do the screens show for `CCOC(=O)c1[nH]c(C)c(CCC(=O)OC)c1C`?
Avidin bead fluor: 8; Bfl-1 Bim block: -6; ABCG2 block: 6; ABCB1 block: 0.4; Bim-Bcl-B: 0; RGS7-Gao: 100; Bcl-W Bim block: 0; Bcl-XL Bim block: 0; GSH fluor: 31; RGS4-Gao reg: 101; Bcl-2 Bim block: 0

Results for N#C/C(=C/c1cn(CC(=O)O)c2ccccc12)C(=O)NCc1ccccc1 ?
Avidin bead fluor: 10; Bfl-1 Bim block: -1; ABCG2 block: -2; ABCB1 block: -0.5; Bim-Bcl-B: 1; RGS7-Gao: 98; Bcl-W Bim block: -2; Bcl-XL Bim block: 2; GSH fluor: 72; RGS4-Gao reg: 99; Bcl-2 Bim block: 0

How did Clc1ccc(CSc2nnc(/C=C/c3ccccc3)o2)cc1 do in these assays?
Avidin bead fluor: 21; Bfl-1 Bim block: -16; ABCG2 block: 9; ABCB1 block: 0.8; Bim-Bcl-B: -12; RGS7-Gao: 107; Bcl-W Bim block: 0; Bcl-XL Bim block: -12; GSH fluor: 31; RGS4-Gao reg: 99; Bcl-2 Bim block: -12

What do the screens show for `c1ccc(C2Oc3ccccc3C3CC(c4cccs4)=NN32)cc1` (stereo unspecified)?
Avidin bead fluor: 14; Bfl-1 Bim block: -7; ABCG2 block: 0; ABCB1 block: -0.1; Bim-Bcl-B: -10; RGS7-Gao: 101; Bcl-W Bim block: -5; Bcl-XL Bim block: -10; GSH fluor: 21; RGS4-Gao reg: 101; Bcl-2 Bim block: -8

What do the screens show for `O=C(Nc1ccc2nn(-c3ccccc3)nc2c1)c1cccs1`?
Avidin bead fluor: 11; Bfl-1 Bim block: -22; ABCG2 block: 8; ABCB1 block: -0.8; Bim-Bcl-B: -12; RGS7-Gao: 101; Bcl-W Bim block: -7; Bcl-XL Bim block: -12; GSH fluor: 25; RGS4-Gao reg: 101; Bcl-2 Bim block: -14

How did CCCc1c(C)c2ccccc2[nH]c1=O do in these assays?
Avidin bead fluor: 7; Bfl-1 Bim block: 0; ABCG2 block: 3; ABCB1 block: 0.9; Bim-Bcl-B: -2; RGS7-Gao: 101; Bcl-W Bim block: 0; Bcl-XL Bim block: -1; GSH fluor: 11; RGS4-Gao reg: 102; Bcl-2 Bim block: -1

What do the screens show for `O=C1CC(SCc2nc3ccccc3[nH]2)C(=O)N1c1ccc(Cl)cc1` (stereo unspecified)?
Avidin bead fluor: 13; Bfl-1 Bim block: -23; ABCG2 block: 8; ABCB1 block: 0.2; Bim-Bcl-B: -5; RGS7-Gao: 100; Bcl-W Bim block: -3; Bcl-XL Bim block: -7; GSH fluor: 26; RGS4-Gao reg: 102; Bcl-2 Bim block: -11

How did Fc1ccc(NC(=S)Nc2ccc(Cl)cc2Cl)cc1 do in these assays?
Avidin bead fluor: 9; Bfl-1 Bim block: -5; ABCG2 block: 3; ABCB1 block: 0.0; Bim-Bcl-B: -3; RGS7-Gao: 106; Bcl-W Bim block: 0; Bcl-XL Bim block: -5; GSH fluor: 18; RGS4-Gao reg: 108; Bcl-2 Bim block: 0

Results for O=C(CSc1nc2c(c(=O)n1-c1ccc(F)cc1)SCC2)N1CCCC1 ?
Avidin bead fluor: 7; Bfl-1 Bim block: 0; ABCG2 block: 6; ABCB1 block: 1.1; Bim-Bcl-B: -2; RGS7-Gao: 103; Bcl-W Bim block: 0; Bcl-XL Bim block: 0; GSH fluor: 13; RGS4-Gao reg: 102; Bcl-2 Bim block: 0

How did O=C1CCCc2c1cc(-c1ccccc1)n2-c1ccccc1 do in these assays?
Avidin bead fluor: 26; Bfl-1 Bim block: -16; ABCG2 block: 0; ABCB1 block: 0.3; Bim-Bcl-B: -8; RGS7-Gao: 101; Bcl-W Bim block: -2; Bcl-XL Bim block: -8; GSH fluor: 22; RGS4-Gao reg: 102; Bcl-2 Bim block: -10

Results for Cc1oc(-c2ccccc2F)nc1CS(=O)(=O)CC(=O)N1CCN(Cc2ccccc2)CC1 ?
Avidin bead fluor: 7; Bfl-1 Bim block: -10; ABCG2 block: 1; ABCB1 block: 0.7; Bim-Bcl-B: -12; RGS7-Gao: 101; Bcl-W Bim block: -2; Bcl-XL Bim block: -7; GSH fluor: 14; RGS4-Gao reg: 102; Bcl-2 Bim block: -9

What do the screens show for `Cc1ccc(/C=C/C(=O)OCC(=O)Nc2ccccc2Sc2ccccc2)cc1`?
Avidin bead fluor: 13; Bfl-1 Bim block: -3; ABCG2 block: 8; ABCB1 block: 1.1; Bim-Bcl-B: -6; RGS7-Gao: 101; Bcl-W Bim block: -5; Bcl-XL Bim block: -6; GSH fluor: 8; RGS4-Gao reg: 101; Bcl-2 Bim block: -4

Results for CCOc1ccccc1OCCC(=O)OCC(=O)c1ccc[nH]1 ?
Avidin bead fluor: 9; Bfl-1 Bim block: -9; ABCG2 block: 2; ABCB1 block: 0.5; Bim-Bcl-B: -4; RGS7-Gao: 93; Bcl-W Bim block: -1; Bcl-XL Bim block: -2; GSH fluor: 15; RGS4-Gao reg: 91; Bcl-2 Bim block: -4

Results for Cc1cc(C)n2nc(/C(C#N)=C/c3ccccc3)c(C#N)c2n1 ?
Avidin bead fluor: 7; Bfl-1 Bim block: -3; ABCG2 block: 8; ABCB1 block: 0.1; Bim-Bcl-B: -6; RGS7-Gao: 98; Bcl-W Bim block: -6; Bcl-XL Bim block: 0; GSH fluor: 25; RGS4-Gao reg: 96; Bcl-2 Bim block: 0

Results for COc1ccc(Cc2nc(-c3cccs3)no2)cc1OC ?
Avidin bead fluor: 6; Bfl-1 Bim block: -11; ABCG2 block: 2; ABCB1 block: 0.4; Bim-Bcl-B: -6; RGS7-Gao: 98; Bcl-W Bim block: -2; Bcl-XL Bim block: -4; GSH fluor: 19; RGS4-Gao reg: 105; Bcl-2 Bim block: -2

Results for CC1(C)Cc2noc(N)c2C(C)(C)N1O ?
Avidin bead fluor: 35; Bfl-1 Bim block: -14; ABCG2 block: 14; ABCB1 block: 1.1; Bim-Bcl-B: -8; RGS7-Gao: 99; Bcl-W Bim block: -2; Bcl-XL Bim block: -3; GSH fluor: 22; RGS4-Gao reg: 101; Bcl-2 Bim block: -11

Results for Cc1ccc(OCCOC(=O)c2nc3nccc(C)n3n2)cc1 ?
Avidin bead fluor: 10; Bfl-1 Bim block: -8; ABCG2 block: 0; ABCB1 block: -0.1; Bim-Bcl-B: -3; RGS7-Gao: 101; Bcl-W Bim block: -1; Bcl-XL Bim block: -3; GSH fluor: 22; RGS4-Gao reg: 101; Bcl-2 Bim block: -5

Results for O=C(CCCc1nc2ccccc2s1)N1CCN(c2ccccc2)CC1 ?
Avidin bead fluor: 10; Bfl-1 Bim block: 6; ABCG2 block: -6; ABCB1 block: 1.4; Bim-Bcl-B: -8; RGS7-Gao: 102; Bcl-W Bim block: 0; Bcl-XL Bim block: -7; GSH fluor: 23; RGS4-Gao reg: 97; Bcl-2 Bim block: 3

Two consecutive records already listed, quoted:
Results for Cc1ccc(OCCOC(=O)c2nc3nccc(C)n3n2)cc1 ?
Avidin bead fluor: 10; Bfl-1 Bim block: -8; ABCG2 block: 0; ABCB1 block: -0.1; Bim-Bcl-B: -3; RGS7-Gao: 101; Bcl-W Bim block: -1; Bcl-XL Bim block: -3; GSH fluor: 22; RGS4-Gao reg: 101; Bcl-2 Bim block: -5

Results for O=C(CCCc1nc2ccccc2s1)N1CCN(c2ccccc2)CC1 ?
Avidin bead fluor: 10; Bfl-1 Bim block: 6; ABCG2 block: -6; ABCB1 block: 1.4; Bim-Bcl-B: -8; RGS7-Gao: 102; Bcl-W Bim block: 0; Bcl-XL Bim block: -7; GSH fluor: 23; RGS4-Gao reg: 97; Bcl-2 Bim block: 3

Compound activity (PubChem)
